# Bioassay records from PubChem BioAssay.
# FLuc counter – qHTS profiling assay for firefly luciferase inhibitor/activator using purifed enzyme and Km concentrations of substrates (counterscreen for miR-21 project); Luciferin 4-monooxygenase (Photinus pyralis), P08659; purified FLuc, Km substrates, luminescence inhibition; Potency, µM (doses to about 57.5 µM), inactives show at the highest dose activity change, negative = inhibition, most hits filed as inhibitors; 360,000 tested, 6.9% active; AID 588342, 2011;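 further: potency means the concentration at half of the fitted maximal effect; plate controls were vehicle for no effect and reference inhibitor for full effect; nearly all actives have a fitted effect of over 55% in size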
#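 Purified P. pyralis luciferase, 10 nM final, with Km-level 10 uM D-luciferin and 10 uM ATP in 50 mM Tris acetate pH 7.5, 10 mM Mg acetate, 0.01% Tween-20, 0.05% BSA; 6-point qHTS titration about 60 µM downward; luminescence read.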
# RORgamma inh – qHTS for inhibitors of ROR gamma transcriptional activity | Nuclear receptor ROR-gamma (Mus musculus), P51450 | Drosophila S2 Gal4-RORgamma UAS-luciferase reporter, 20 h | Potency, µM (doses to about 53.6 µM), for inactives: top-dose activity change, negative = inhibition, usual class: inhibitors | 310,000 tested, 5.4% active; further: potency means the concentration at half of the fitted maximal effect; on the % scale 0 is the no-effect control and ±100 the full control effect; nearly all actives have a fitted effect of over 60% in size
# Target sequence (P51450 whole entry, looked up, the tested form may be a part): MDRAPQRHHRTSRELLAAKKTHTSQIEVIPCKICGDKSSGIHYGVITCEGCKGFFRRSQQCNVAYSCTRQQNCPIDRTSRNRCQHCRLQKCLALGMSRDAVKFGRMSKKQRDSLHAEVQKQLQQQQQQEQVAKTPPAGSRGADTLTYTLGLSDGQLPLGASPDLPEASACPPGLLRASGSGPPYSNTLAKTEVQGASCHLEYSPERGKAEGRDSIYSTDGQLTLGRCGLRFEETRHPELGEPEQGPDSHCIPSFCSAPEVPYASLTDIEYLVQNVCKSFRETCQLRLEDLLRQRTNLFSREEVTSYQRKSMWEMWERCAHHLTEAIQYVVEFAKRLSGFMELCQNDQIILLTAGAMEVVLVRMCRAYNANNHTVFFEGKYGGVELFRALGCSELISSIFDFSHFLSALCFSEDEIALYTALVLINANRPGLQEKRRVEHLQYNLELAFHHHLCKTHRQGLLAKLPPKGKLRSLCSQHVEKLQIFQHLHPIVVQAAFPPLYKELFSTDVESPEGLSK
#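 Using a luciferase readout, inhibitors were identified by reduced reporter activity in Drosophila cells coexpressing a copper-inducible Gal4–ROR gamma fusion and UAS-driven Photinus luciferase, incubated 20 hr after 700 uM copper sulfate.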
# ELG1 genotox – qHTS screen for small molecules that induce genotoxicity in human embryonic kidney (HEK293T) cells expressing luciferase-tagged ELG1; HEK293T ELG1-luciferase reporter, luminescence, 16 h; Potency, µM (series often up to 46 µM), inactives show at the highest dose activity change, positive = activation, hits mostly activators; 330,000 tested, 1.3% active; AID 504466, 2011; further: potency means the concentration at half of the fitted maximal effect; % of control where 0% means no effect; nearly all actives have a fitted effect of over 60% in size
#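 HEK293T cells expressing luciferase-tagged ELG1 were exposed to compound or DMSO vehicle for 16 hr at 37 °C and 5% CO2. Luciferase activity was then measured with ONE-Glo after 30 min at room temperature.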
# NPC1 prom act – qHTS Assay for NPC1 Promoter Activators | Potency, µM (series often up to 9.22 µM), without a hit: at the top dose activation, usual class: activators | Huh7 NPC1 promoter luciferase reporter, 24 h | 320,000 tested, 2.4% active;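 further: potency means the concentration at half of the fitted maximal effect; % of control where 0% means no effect; nearly all actives have a fitted effect of over 60% in size; reporter is driven by a mutant NPC1 promoter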
#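 Huh7 cells stably carrying NPC1 promoter–luciferase, plated in Opti-MEM with 10% FBS for 2 h, were exposed to compound in DMSO for 24 h at 37 °C; luciferase reagent was added for 10 min and luminescence read.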
# Rab9 promoter act – qHTS Assay for Rab9 Promoter Activators. Huh7 Rab9 promoter-luciferase reporter, luminescence, 24 h. Potency, µM (doses to about 9.22 µM), without a hit: at the top dose activation, negative = inhibition, hits mostly activators. 320,000 tested, 2.8% active; further: potency means the concentration at half of the fitted maximal effect; % of control where 0% means no effect; nearly all actives have a fitted effect of over 60% in size
#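 Promoter activation is measured as luciferase luminescence in Huh7 cells stably transfected with a Rab9 promoter–luciferase construct, following 24 h compound exposure at 37 °C and 10 min reagent incubation at ambient temperature.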
# p53 reactivation – qHTS assay for re-activators of p53 using a Luc reporter; 320,000 tested, 0.063% active; Potency, µM (doses to about 92.2 µM), for inactives: at the top dose activity change, positive = activation, actives largely listed as activators; H1299 p53-A138V BP100-luciferase reporter, luminescence, 24 h; further: potency means the concentration at half of the fitted maximal effect; % of control where 0% means no effect; nearly all actives have a fitted effect of over 45% in size
#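 H1299 (p53-null), stable ts p53-A138V + BP100-Luc; 1000 cells/well, Opti-MEM/10% FBS; cpd 4 pt, 1:5; 24 h, 37 deg C, 5% CO2; detection reagent 10 min RT; luminescence.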
# Giardia killer – Small Molecules that selectively kill Giardia lamblia: qHTS; Giardia lamblia trophozoite viability; activity change, % at 7.66 µM, hits read low; 340,000 tested, 0.15% active; AID 540267, 2011; in the data active means activity change below about -80%; inconclusive means between about -30% and that limit;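 further: parasites exposed to compound for two days anaerobically before the ATP read; on the % scale 0 is the no-effect control and ±100 the full control effect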
#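 Anaerobic 48 hrs incubation at 37 deg C of 100 trophozoites/well with test compounds; ATPLite 1-Step luminescence, 15-30 min RT, reports cellular ATP as viability.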
# PKM2 activator – qHTS Assay for Activators of Human Muscle isoform 2 Pyruvate Kinase. purified PKM2, Kinase-Glo ATP luminescence, activation; response scale: 0% is enzyme alone, no compound. Pyruvate kinase PKM (Homo sapiens), P14618. 260,000 tested, 0.34% active. Potency, µM (titrated, usually from 57.5 µM), for the others: at the highest dose activation, usual class: activators. AID 1631, 2009; further: potency means the concentration at half of the fitted maximal effect; on the % scale 0 is the no-effect control and ±100 the full control effect; nearly all actives have a fitted effect of over 55% in size
# Target sequence (P14618 whole entry, looked up, canonical isoform): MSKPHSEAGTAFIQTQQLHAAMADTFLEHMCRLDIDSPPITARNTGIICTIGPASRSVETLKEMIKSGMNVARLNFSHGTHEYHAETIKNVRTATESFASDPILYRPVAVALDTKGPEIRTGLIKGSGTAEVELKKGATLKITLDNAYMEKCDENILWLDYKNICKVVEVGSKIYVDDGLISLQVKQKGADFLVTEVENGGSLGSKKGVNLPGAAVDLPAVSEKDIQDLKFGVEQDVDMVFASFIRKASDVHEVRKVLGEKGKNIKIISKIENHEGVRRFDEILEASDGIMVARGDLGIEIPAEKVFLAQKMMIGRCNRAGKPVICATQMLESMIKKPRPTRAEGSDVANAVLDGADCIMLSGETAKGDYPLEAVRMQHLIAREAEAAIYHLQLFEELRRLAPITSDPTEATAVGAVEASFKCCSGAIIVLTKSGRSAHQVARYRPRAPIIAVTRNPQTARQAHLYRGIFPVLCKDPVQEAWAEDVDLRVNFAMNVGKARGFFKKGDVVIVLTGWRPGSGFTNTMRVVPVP
#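 Kinase-Glo luminescence reports ATP generated from ADP (0.1 mM) and PEP (0.5 mM) by purified hPK-M2 after 1 h at room temperature, pH 7.2 imidazole buffer; intermediate enzyme activity allows detecting inhibitors and activators.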
# Gal4-VP16 FLuc – VP16 counterscreen qHTS for inhibitors of ROR gamma transcriptional activity; Potency, µM (series often up to 53.6 µM), inactives show top-dose activity, negative = inhibition, usual class: inhibitors; 310,000 tested, 3.5% active; Drosophila S2 Gal4-VP16 UAS-luciferase, luminescence, 20 h;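 further: Gal4-VP16 expression switched on by copper sulfate through the metallothionein promoter; potency means the concentration at half of the fitted maximal effect; on the % scale 0 is the no-effect control and ±100 the full control effect; nearly all actives have a fitted effect of over 50% in size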
# Menin-MLL TR inh – qHTS Assay for Inhibitors Targeting the Menin-MLL Interaction in MLL Related Leukemias: Competition With Texas Red Labeled MLL-derived Mutant Peptide | Menin + Texas Red MLL mutant peptide, fluorescence polarization | 270,000 tested, 0.23% active | AID 1768, 2009 | Potency, µM (series often up to 61.6 µM), for inactives: at the top dose FP activity change, negative = inhibition, hits mostly inhibitors; active means well fitted inhibition curve with a large enough effect in the polarisation, with a control signal flat, not every such curve was filed as active; inconclusive means small, poorly fitted or top-dose-only effect, or effect the other way, or a change in a side signal; inactive means no such curve, though single readings can be large or run the other way; the % refers to the polarisation; further: potency means the concentration at half of the fitted maximal effect; % of control where 0% means no effect; many of its hits are not listed in these tables
# BRCA1 expr act – qHTS Assay to Identify Small Molecule Activators of BRCA1 Expression; MCF7-BRCA1-FFLuc reporter, luminescence, 48 h; response scale: scaled: vehicle 0%, 10 µM genistein 100%; Potency, µM (doses to about 46.1 µM), without a hit: at the highest dose activation, usual class: activators; 380,000 tested, 1.1% active; AID 624202, 2012; further: potency means the concentration at half of the fitted maximal effect; nearly all actives have a fitted effect of over 80% in size; some results filed as inactive show a strong effect at the top dose
#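 MCF7 cells carrying a BRCA1-firefly luciferase reporter (2000 cells/well, phenol-red free MEM) were attached for 2 h at 37 °C, then given compounds for 48 h. Luminescence was read 15 min after luciferase reagent; activity normalized to genistein (10 microM) and DMSO.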
# Numbers without * were called inactive; ? = inconclusive; · = no result given; & = joins results of further samples; [ ] = dose if it differs, or a comment. Unless noted, the call rests on the fitted dose curve; in most records, active means well fitted curve in the direction sought with a large enough effect; inconclusive means small, poorly fitted or top-dose-only effect, or another doubt; inactive means no such curve, though single readings can be large; an effect the other way counts as inactive or inconclusive.
SMILES,FLuc counter,RORgamma inh,ELG1 genotox,NPC1 prom act,Rab9 promoter act,p53 reactivation,Giardia killer,PKM2 activator,Gal4-VP16 FLuc,Menin-MLL TR inh,BRCA1 expr act
O=C(c1ccc(F)cc1)c1ccc(-c2ccc(F)cc2)nc1,?,0%,16%,?,1%[1.84 µM],13%,?,·,-13%,-25%,93%
CC(C)=Cc1oc2ccc([N+](=O)[O-])cc2c1N1CCOCC1,-14%,5%,4%,6%,26%,1%,-2,7%,23%,-6%,0%
C[C@H]1CCC2[C@](C)(CO)[C@@H](O)CC[C@]2(C)[C@@]12CCC(CO)(CCO)O2 (some centres undefined),1%,33%,-3%,1%,-3%,3%,15,·,-22%,-1%,-12%
CCOC(=O)c1ccc(N2Cc3ccccc3C2=NC(=O)c2ccncc2)cc1,?,-1%,?,17%,10%,10%,11,-5%,3%,0%,?
O=C(OCC(O)COc1ccccc1)c1ccc([N+](=O)[O-])cc1 (centres undefined),7%,10%,-2%,-7%,4%,0%,11,·,-17%,?,-37%
Cc1ccc(-n2c(=O)[nH]c3c(C(N)=O)nc(C(C)C)nc32)cc1,-1%,2%,2%,-2%,-5%,15%,-9,·,2%,?,-21%
COc1ccccc1Nc1nc2ccccc2n2cnnc12,?,-24%,-1%,10%,0%,3%,12,0%,22%,·,1%
CCN1C(=O)[C@@H]2[C@H](C1=O)[C@@H]1C(=O)Nc3ccccc3C(=O)N1[C@@H]2c1cccc(Cl)c1,3%,16%,2%,0%,0%,·,-28,2%,3%,1%,-22%
CC1CCC(C(C)C)C(OC(=O)CSc2nccc(=O)[nH]2)C1 (centres undefined),10%,13%,2%,8%,11%,3%,6,-4%,3%,-7%,-17%
N#C/C(=C(/O)CN1CCN(c2ccccc2F)CC1)c1nc(-c2ccc(Cl)cc2)cs1,1%,?,-7%,-3%,-3%,-2%,9,-9%,-26%,·,-25%
O=C(COc1ccccc1Br)N1CCN(c2ccccc2)CC1,-16%,3%,1%,-1%,2%,5%,-3,-4%,6%,-14%,-7%
Brc1ccc(-c2ccc(C3Nc4cccc5cccc(c45)N3)o2)cc1,-5%,·,-2%,-3%,4%,-9%,·,·,·,·,·

# Single values from the entries so far:
# In Gal4-VP16 FLuc, C[C@H]1CCC2[C@](C)(CO)[C@@H](O)CC[C@]2(C)[C@@]12CCC(CO)(CCO)O2 (some centres undefined) has the entry -22%
# In Rab9 promoter act, O=C(OCC(O)COc1ccccc1)c1ccc([N+](=O)[O-])cc1 (centres undefined) has the entry 4%
# In Menin-MLL TR inh, CCOC(=O)c1ccc(N2Cc3ccccc3C2=NC(=O)c2ccncc2)cc1 has the entry 0%
# In ELG1 genotox, O=C(COc1ccccc1Br)N1CCN(c2ccccc2)CC1 has the entry 1%
# In NPC1 prom act, Cc1ccc(-n2c(=O)[nH]c3c(C(N)=O)nc(C(C)C)nc32)cc1 has the entry -2%

# Limited to PKM2 activator, BRCA1 expr act and RORgamma inh, for 2 of the compounds above:
canonical_smiles | PKM2 activator | BRCA1 expr act | RORgamma inh
C[C@H]1CCC2[C@](C)(CO)[C@@H](O)CC[C@]2(C)[C@@]12CCC(CO)(CCO)O2 (some centres undefined) | · | -12% | 33%
CCOC(=O)c1ccc(N2Cc3ccccc3C2=NC(=O)c2ccncc2)cc1 | -5% | ? | -1%

# (list continues)
SMILES,FLuc counter,RORgamma inh,ELG1 genotox,NPC1 prom act,Rab9 promoter act,p53 reactivation,Giardia killer,PKM2 activator,Gal4-VP16 FLuc,Menin-MLL TR inh,BRCA1 expr act
Cc1sc2nc(C(C)C)nc(SCC(=O)N3CCN(C(=O)c4ccco4)CC3)c2c1C,-3%,-6%,-8%,-3%,0%,-13%,7,7%,8%,?,-14%
Cc1[nH]c(=O)[nH]c(=O)c1S(=O)(=O)N1CCCc2ccccc21,8%,-25%,2%,0%,2%,7%,3,·,-5%,·,-8%
Cc1ccccc1C(=O)N1CCC(C(=O)NC2CCCCCC2)CC1,1%,9%,8%,1%,4%,1%,-9,·,5%,·,5%
CCN(CC)C(=O)C1=C(C)NC(=S)NC1c1ccc(C)s1 (centres undefined),1%,-23%,-3%,-4%,-6%,0%,-2,0%,2%,-1%,12%
CN(C)Cc1c(C(=O)N/N=C/c2ccc(OCc3c(F)cccc3Cl)cc2)nnn1-c1nonc1N,3%,-11%,-9%,-16%,0%,20%,15,·,-10%,·,9%
Cc1cc(C)c(S(=O)(=O)c2ccccc2C)c(Oc2ccccc2)n1,4%,-6%,17%,-3%,2%,0%,8,-11%,0%[0.365 µM],-6%,-26%
COc1ccc(C(=O)O/N=C(\N)c2ccncc2)cc1OC,-12%,31%,17%,-1%,10%,?,-4,-12%,-4%,15%,32%
COc1cc(Cl)c(C)cc1NC(=O)CCN1C(=O)NC(C)(C)C1=O,0%,·,0%,5%,-2%,-2%,1,·,·,·,-38%
CC(=O)N(C)c1ccc(OCC(O)CN(Cc2ccco2)S(=O)(=O)c2ccc(C)cc2)cc1 (centres undefined),3%,16%,·,·,·,·,29,-2%,4%,-10%,-33%
CCOC(=O)c1c(S(=O)(=O)NCC(=O)N2CCN(c3ccccc3OC)CC2)c(C)n(C)c1C,1%&3%,6%,2%,-1%,0%,1%,20,·,5%,·,0%
CCOC(=O)c1ccc(Oc2nc(N(C)C)nc(N3CCOCC3)n2)cc1,-2%,23%,-7%,-3%,-13%,-3%,-6,-2%,2%,2%,-5%
O=C(COC(=O)CCc1nc2ccccc2c(=O)[nH]1)Nc1ccccc1Cl,-3%,0%,-1%,0%,-5%,-1%,30,-12%,-13%,·,8%
COc1ccc(-n2c(SCC(=O)Nc3ccccc3OC)nc(O)c(Cc3ccccc3)c2=O)cc1,-1%,?,1%,2%,6%,-4%,3,·,-5%,47%[activator],-24%
CC(C(=O)Nc1ccc(S(=O)(=O)N2CCCC2)cc1)N1CCc2ccccc2C1 (centres undefined),·,·,-7%,-4%,-1%,-7%,-5,·,·,·,-11%
Cc1ccc(C(=O)Cn2cncn2)cc1,1%,5%,3%,-3%,-5%,4%,-1,0%,-2%,·,-9%
Nc1nnc(N)c2ccccc12,2%,15%,-4%,0%,-6%,13%,-2,3%,-8%,-14%,-12%
O=C(Nc1cc2cc([N+](=O)[O-])ccc2oc1=O)c1cccs1,-21%,17%,13%,21%,28%,17%,·,-3%,6%,3%,·
COc1ccc(CCNC(=O)CN2CCN(c3ccccc3Cl)CC2)cc1,4%,-3%,-7%,-1%,-1%,6%,-13,0%,-7%,?,2%
CC(=O)c1c(C)[nH]c(C(=O)OCC(=O)Nc2ccc(C)cc2[N+](=O)[O-])c1C,-3%,11%[10 µM],-2%,-22%,-38%[inhibitor],-4%,-16,18%,?,-1%,-50%
Cc1cccc(Cn2c(N3CCN(C)CC3)nc3c2c(=O)[nH]c(=O)n3C)c1,0%,2%,0%,-4%,1%,6%,3,1%,1%,0%,-18%
C[C@@H](C(=O)NCCc1ccccc1)N1C(=O)N2CCc3c([nH]c4ccccc34)[C@@]2(C)C1=O,-5%,28%,-2%,10%,12%,21%,20,1%,-21%,0%,-32%
COc1cc2c(cc1OC)CN(S(C)(=O)=O)CC2,1%,-1%,6%,-4%,-10%,-4%,-3,-1%,-2%,5%,-8%
COC(=O)N/N=C/c1ccccc1Cl,-1%,8%,0%,3%,-4%,15%,-13,1%,16%,-22%,4%
CCN1CCN(C(=O)c2ccccc2N(C)S(=O)(=O)c2ccc(C)cc2)CC1,0%,-35%,2%,-1%,-3%,-1%,2,-18%,1%,2%,-3%
O=C(CCn1c(=S)[nH]c2cc3c(cc2c1=O)OCO3)NCc1ccc(Cl)cc1,2%,-17%,1%[9.26 µM],2%,1%,-4%,-1,·,-16%,14%,-15%
O=C(NCCCN1CCOCC1)c1cccc(S(=O)(=O)Nc2cc(Cl)ccc2Cl)c1,?,5%,-1%,-4%,3%,1%,-12,-23%,8%,2%,-2%

# A portion of the library (hit frequency here may not be typical).
